AmpC detergent: AmpC beta-lactamase inhibition with detergent present; P00811; 370,000 compounds, 0.041% hits; AmpC hydrolysis of nitrocefin, absorbance 480 nm, 0.01% Triton; Potency, µM (titrated, usually from 114 µM), inactives show top-dose activity change, negative = inhibition, most hits filed as inhibitors;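 further: potency means the concentration at half of the fitted maximal effect; 0% = no-compound wells and -100% = no-enzyme wells; nearly all actives have a fitted effect of over 25% in size; some results filed as inactive show a strong effect at the top dose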
Target sequence (P00811 whole entry, looked up): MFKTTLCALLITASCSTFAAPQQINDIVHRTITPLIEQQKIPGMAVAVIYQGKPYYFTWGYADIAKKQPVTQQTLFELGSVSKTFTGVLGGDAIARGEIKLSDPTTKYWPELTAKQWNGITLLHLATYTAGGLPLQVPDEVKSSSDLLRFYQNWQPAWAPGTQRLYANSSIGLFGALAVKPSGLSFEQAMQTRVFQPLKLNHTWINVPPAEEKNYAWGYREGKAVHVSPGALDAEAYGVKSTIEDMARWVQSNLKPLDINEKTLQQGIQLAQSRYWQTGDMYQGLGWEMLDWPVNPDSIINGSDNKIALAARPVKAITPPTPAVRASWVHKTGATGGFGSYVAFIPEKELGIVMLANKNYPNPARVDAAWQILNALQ
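20 mM phosphate pH 7.0 + 0.01% (detergent screen) or 0.0001% Triton X-100; 5.3 nM AmpC reagent; cpd preinc 15 min RT; nitrocefin (800 uM stock) to start; A480 q20 s × 4 min; Activity was normalised to no-enzyme and no-compound control wells.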
HCMV inh: inhibitors of human cytomegalovirus | 410,000 compounds, 4.5% hits | AID 1259415 | HFF cells, HCMV-luciferase reporter, 72 h; active compounds read low | activity change, negative = inhibition, % at 57.5 µM; in the data active means activity change below about -60%; inconclusive means no clear call, values can overlap the other calls; inactive means above about -39%
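HFF cells seeded 16 h at 37C, treated with compounds, infected with luciferase-reporter HCMV at MOI 1 PFU/cell; luciferase read at 72 h post infection, normalized to buffer-only and Salinomycin controls.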
AmpC no deterg: AmpC beta-lactamase inhibition without detergent | 330,000 compounds, 0.52% hits | AmpC nitrocefin hydrolysis, absorbance 480 nm, 0.0001% Triton | P00811 | Potency, µM (series often up to 57.1 µM), without a hit: at the highest dose activity change, negative = inhibition, most hits filed as inhibitors;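 further: potency means the concentration at half of the fitted maximal effect; plate controls were no compound for no effect and no enzyme for full effect; nearly all actives have a fitted effect of over 20% in size; some results filed as inactive show a strong effect at the top dose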
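AmpC (5.3 nM in the dispensed reagent) in 20 mM phosphate pH 7.0 with 0.01% (detergent screen) or 0.0001% Triton X-100 was preincubated with compounds for 15 min at room temperature. Nitrocefin was then added from an 800 uM solution, and hydrolysis was followed at 480 nm.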
Sm TGR block: blocks Schistosoma mansoni thioredoxin glutathione reductase | purified TGR, DTNB reduction, TNB absorbance 405 nm | Potency, µM (highest dose often 114 µM), for inactives: at the top dose activity change, negative = inhibition, hits mostly inhibitors | 360,000 compounds, 3% hits; further: potency means the concentration at half of the fitted maximal effect; nearly all actives have a fitted effect of over 60% in size
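First, TGR (20 nM dispensed) and NADPH were mixed with compound. Second, a 15 min room-temperature incubation followed. Third, further NADPH and then DTNB were added to start the reaction. Finally, TNB absorbance was monitored kinetically.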
HCV inh: blocks hepatitis C virus; Potency, µM (doses to about 41.8 µM), for inactives: top-dose activity change, negative = inhibition, hits mostly inhibitors; 340,000 compounds, 3.4% hits; Huh7.5.1 HCVcc-Cre infection, luciferase reporter, 44 h; further: potency means the concentration at half of the fitted maximal effect
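Luciferase read-out (15 sec integration) after a 15 min room-temperature substrate step quantifies HCVcc-Cre infection. Cells, 1,000 per well, had compound added 4 h post-plating, then virus at ~0.5 moi, and were cultured 44 h.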
FBPA Giardia inh: blocks Giardia fructose-bisphosphate aldolase activity; A8B2U2; purified Giardia FBPA; Potency, µM (top dose mostly 59.6 µM), for the others: at the highest dose activity, negative = inhibition, usual class: inhibitors; 290,000 compounds, 0.71% hits; AID 2451; further: potency means the concentration at half of the fitted maximal effect; nearly all actives have a fitted effect of over 55% in size
Target sequence (A8B2U2 whole entry, looked up): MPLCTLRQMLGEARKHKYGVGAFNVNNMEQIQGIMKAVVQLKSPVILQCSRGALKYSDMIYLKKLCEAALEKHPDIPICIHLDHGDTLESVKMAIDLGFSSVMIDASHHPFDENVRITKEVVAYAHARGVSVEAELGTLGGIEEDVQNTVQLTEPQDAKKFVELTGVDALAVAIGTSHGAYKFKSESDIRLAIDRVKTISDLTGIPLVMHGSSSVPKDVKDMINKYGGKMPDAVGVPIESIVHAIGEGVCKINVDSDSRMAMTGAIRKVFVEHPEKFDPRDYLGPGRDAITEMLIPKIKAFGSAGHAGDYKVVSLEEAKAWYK
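40 nM FBPA preincubated 10 min at RT with compound (up to 57.5 uM final), then substrate plus GAPDH/TPI/NAD/arsenate coupling and diaphorase/resazurin added. Fluorescence read after 20 min at RT, 525/598 nm.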
The depositor's hits bear a star; ? = inconclusive; · = no result given; & = joins results of further samples; [ ] = dose if it differs, or a comment. Unless noted, the call rests on the fitted dose curve; in most records, active means well fitted curve in the direction sought with a large enough effect; inconclusive means small, poorly fitted or top-dose-only effect, or another doubt; inactive means no such curve, though single readings can be large; an effect the other way counts as inactive or inconclusive. Unless noted, on the % scale 0 is the no-effect control and ±100 the full control effect.

| canonical_smiles | HCV inh | FBPA Giardia inh | Sm TGR block | AmpC detergent | AmpC no deterg | HCMV inh |
| --- | --- | --- | --- | --- | --- | --- |
| CC(C(O)c1ccccc1)N(C)CCn1cnc2c1c(=O)n(C)c(=O)n2C (configuration not stated) | 4% | 3% | ? | 1% | -10% | -23 |
| CCc1ccc(NC(=O)CCn2cnc3ccccc3c2=O)cc1 | · | · | -3% | 7% | · | 37 |
| Cc1ccc(Cl)cc1N1CCN(S(=O)(=O)c2ccc3[nH]c(=O)c(=O)[nH]c3c2)CC1 | 17% | 11% | 8% | 4% | -41% | -23 |
| O=C1Nc2ccccc2/C1=N\N=C\C1=C(N2CCOCC2)C(=C\c2ccccc2)/CC1 | · | -21% | 45µM* | 2% | -17% | -19 |
| COc1ccc(C2CC(C(F)(F)F)n3ncc(C(=O)Nc4c(C)n(C)n(-c5ccccc5)c4=O)c3N2)cc1 (configuration not stated) | -1% | 6% | ? | ? | 110%[activator] | 46 |
| N/C(Cc1ccc([N+](=O)[O-])cc1)=N\OC(=O)c1ccccc1Br | ? | -1% | -3% | -4% | -20% | -9 |
| Cc1ccc(C(=O)CSc2ccc(-c3ccccc3)nn2)cc1 | ? | 1% | 2% | ? | -25% | -14 |
| Cc1ccc(N(CC(=O)NC2CCCCC2)C(=O)CCC(=O)Nc2nccs2)cc1 | 5% | 0% | 8% | -12% | -6% | 48 |
| COC(=O)c1cc(NC(=O)c2cc3ccccc3o2)cc(C(=O)OC)c1 | ? | -3% | 0% | -1% | -15% | -17 |
| CCN(CC)CCCN=C(C)c1c(O)n(-c2ccc(C)cc2)c(=O)[nH]c1=O | 8% | -3% | 0% | ? | -21% | 18 |
| COCc1nnc(NC(=O)c2sc3ccccc3c2Cl)s1 | 4% | -11% | -2% | -5% | -26% | 45 |
| Cc1ccc(-n2c(O)c(C=NCc3ccccn3)c3ccccc3c2=O)cc1 | ? | 0% | -5% | -2% | -23% | -65* |
| Brc1ccc2ncnc(NCc3cccnc3)c2c1 | ? | 1% | 8% | 3% | -24% | -66* |
| CCCCNC(=O)c1ccc2c(OCC)n(CCCC)nc2c1 | ? | 0% | 2% | 3% | -8% | 1 |
| COc1ccc2cc(CN(Cc3cccnc3)S(=O)(=O)c3ccccc3)c(=O)[nH]c2c1 | 4% | 1% | -7% | -5% | 110%[activator] | -24 |
| COC(=O)[C@]1(C)N[C@H](c2ccc(-c3cccc(Cl)c3)c(OC)c2)[C@@H]2C(=O)N(C)C(=O)[C@@H]21 | 11% | · | · | · | 219%[activator] | ? |

Looked up one by one from the list above (seven):
| canonical_smiles | HCV inh | FBPA Giardia inh | Sm TGR block | AmpC detergent | AmpC no deterg | HCMV inh |
| --- | --- | --- | --- | --- | --- | --- |
| COCc1nnc(NC(=O)c2sc3ccccc3c2Cl)s1 | 4% | -11% | -2% | -5% | -26% | 45 |
| Cc1ccc(-n2c(O)c(C=NCc3ccccn3)c3ccccc3c2=O)cc1 | ? | 0% | -5% | -2% | -23% | -65* |
| CCCCNC(=O)c1ccc2c(OCC)n(CCCC)nc2c1 | ? | 0% | 2% | 3% | -8% | 1 |
| Brc1ccc2ncnc(NCc3cccnc3)c2c1 | ? | 1% | 8% | 3% | -24% | -66* |
| COc1ccc2cc(CN(Cc3cccnc3)S(=O)(=O)c3ccccc3)c(=O)[nH]c2c1 | 4% | 1% | -7% | -5% | 110%[activator] | -24 |
| CCN(CC)CCCN=C(C)c1c(O)n(-c2ccc(C)cc2)c(=O)[nH]c1=O | 8% | -3% | 0% | ? | -21% | 18 |
| COC(=O)c1cc(NC(=O)c2cc3ccccc3o2)cc(C(=O)OC)c1 | ? | -3% | 0% | -1% | -15% | -17 |

Some of the entries so far, field by field.
Brc1ccc2ncnc(NCc3cccnc3)c2c1
  HCV inh: ?; FBPA Giardia inh: 1%; Sm TGR block: 8%; AmpC detergent: 3%; AmpC no deterg: -24%; HCMV inh: -66*
CCCCNC(=O)c1ccc2c(OCC)n(CCCC)nc2c1
  HCV inh: ?; FBPA Giardia inh: 0%; Sm TGR block: 2%; AmpC detergent: 3%; AmpC no deterg: -8%; HCMV inh: 1
COc1ccc2cc(CN(Cc3cccnc3)S(=O)(=O)c3ccccc3)c(=O)[nH]c2c1
  HCV inh: 4%; FBPA Giardia inh: 1%; Sm TGR block: -7%; AmpC detergent: -5%; AmpC no deterg: 110%[activator]; HCMV inh: -24
COC(=O)[C@]1(C)N[C@H](c2ccc(-c3cccc(Cl)c3)c(OC)c2)[C@@H]2C(=O)N(C)C(=O)[C@@H]21
  HCV inh: 11%; FBPA Giardia inh: ·; Sm TGR block: ·; AmpC detergent: ·; AmpC no deterg: 219%[activator]; HCMV inh: ?

Next part
| canonical_smiles | HCV inh | FBPA Giardia inh | Sm TGR block | AmpC detergent | AmpC no deterg | HCMV inh |
| --- | --- | --- | --- | --- | --- | --- |
| COc1cccc(-c2cnc(OC(C)(C)C)nc2OC(C)(C)C)c1 | 6% | 1% | 0% | 1% | 16% | ? |
| CCn1c(SCC(=O)N/N=C/C=C/c2ccco2)nnc1-c1ccccc1 | 10% | -10% | 35µM* | -10% | -12% | ? |
| CCOc1ccc(CN2CCNC(=O)C2CC(=O)NCc2csc(C)n2)cc1 (configuration not stated) | · | -11% | -31% | -5% | 83%[activator] | 12 |
| C#CCCCc1nc2ccccc2c(=O)n1N | 1% | -2% | -1% | -5% | -13% | 57 |
| O=C(Nc1ccccc1OCc1cc(=O)n2ccccc2n1)c1cccc(Br)c1 | · | · | 0% | 16% | · | 19 |
| COc1ccc([N+](=O)[O-])cc1N(CC(O)CN1C(=O)NC(C)(C)C1=O)S(=O)(=O)c1ccccc1 (configuration not stated) | 15% | 4% | 5% | ? | 33% | -23 |
| CS(=O)(=O)NNP(=O)(NNS(C)(=O)=O)NC(=O)c1ccc(Br)cc1 | 14% | -1% | 3% | 5% | -7% | 0 |
| O=C(CCc1ccccc1)N1CCN(c2ccc(Cl)cc2)CC1 | 7% | 17% | -11% | -5% | · | ? |
| COc1ccc(-n2c(SCc3cn4c(C)cccc4n3)nc3ccccc3c2=O)cc1OC | ? | 1% | 10% | -2% | 194%[activator] | -31 |
| COc1ccc(CN2CCCC(C(=O)c3cccc(C(F)(F)F)c3)C2)cc1O (configuration not stated) | -7% | 0% | -16% | 0% | 13% | -6 |
| NC(=O)c1ccccc1OCC(=O)Nc1ccc(Cl)c(Cl)c1 | -28% | 4% | 7% | -6% | -36% | 0 |
| Fc1cccc(NC(=S)NCc2ccccc2Cl)c1 | -5% | 0% | ? | 13% | -45% | ? |
| Cc1ccc(-n2nc3c(c2NC(=O)c2ccc(F)c(F)c2)CS(=O)(=O)C3)cc1 | 12% | -6% | -60% | -12% | -7% | 4 |
| COc1cc(/C=C2\C(=N)N3N=C(S(=O)(=O)CC(C)C)SC3=NC2=O)ccc1OC(=O)c1ccco1 | · | 9% | -22% | 5% | -33% | · |
| O=C(COC(=O)c1cc(=O)[nH]c2ccccc12)NCc1ccc(Cl)cc1 | -5% | · | -28% | ? | -11% | 10 |
| O=C(NCCC(=O)N(Cc1ccco1)Cc1cccs1)c1ccccc1Cl | 5% | · | 45µM* | -4% | 16% | 0 |
| COC(=O)CN1C(=O)[C@H]2[C@@H](/C=C/c3ccccc3)N3C(=O)CN(CCO)C(=O)[C@@]3(Cc3ccccc3)[C@H]2C1=O | ? | -10% | -11% | -9% | -8% | -17 |
| CCC(=O)n1nc(-c2ccc(Cl)cc2)nc1NCc1ccccc1 | 9% | -3% | 6% | ? | -16% | ? |
| COc1cccc(/C=N/NC(=O)C(=O)N/N=C/c2cccc(OC)c2OC)c1OC | 6% | 0% | -7% | -7% | -12% | -19 |
| CCOC(=O)N1CCN(C(=O)CN(C2CCCCC2)S(=O)(=O)c2ccc(F)cc2)CC1 | 4%&-2% | 5% | -7% | -10% | 66%[activator] | -23 |
| CCOCCn1c(C(C)O)nc2ccccc21 (configuration not stated) | -12% | -3% | 2% | 2% | -20% | 4 |
| COc1ccc(NC(=O)/C=C/c2cccc(C(F)(F)F)c2)cn1 | 11µM* | -11% | -10% | -8% | 8% | -32 |
| CC(=O)OC[C@H]1O[C@@H](O[C@H]2C[C@]3(C)C(C[C@@H](O)C4C([C@]5(C)CC[C@@H](C(C)(C)O)O5)CC[C@]43C)[C@@]3(C)CC[C@H](O)C(C)(C)C23)[C@H](O[C@@H]2O[C@@H](C)[C@H](O)[C@@H](O)[C@H]2O)[C@@H](O)[C@@H]1O (some centres not stated) | 3% | · | · | · | 251%[activator] | 3 |
| CN(CC(=O)Nc1cccc2ccccc12)c1ccc(S(=O)(=O)N2CCOCC2)cn1 | -24% | -8% | 0% | -3% | -7% | 70 |
| Oc1ccc(/C=N/Nc2cc(N3CCOCC3)nc(N3CCOCC3)n2)cc1O | ? | ? | 50µM* | -6% | -42% | -26 |
| CC(=O)c1c(C)nc(-c2cccc([N+](=O)[O-])c2)n1O | 14% | -18% | -18% | ? | -29% | 15 |
| Cc1nnsc1SCC(=O)O | 21% | 0% | 4% | -2% | -7% | -99* |
| Cc1ccc(NC(=O)CN2C(=O)NC(C)(C3CC3)C2=O)c(C)c1 (configuration not stated) | -8% | · | -3% | -4% | -25% | -16 |
| CC1CCc2c(sc3ncnc(NCc4cccnc4)c23)C1 (configuration not stated) | 25µM* | -1% | 9% | -11% | 35% | ? |
| Cc1cc(C)n2c(Nc3ccc(Cl)cc3)c(-c3ccsc3)nc2n1 | · | · | -7% | 3% | · | 14 |
| CC(C)NC(=O)NC(=O)COC(=O)c1ccc(OC(F)(F)F)cc1 | 0% | -5% | -12% | -11% | -4% | -1 |
| C/C(CC(=O)NC1CCCCC1)=N\NC(=O)c1ccccc1C | 25% | -1% | ? | -11% | -2% | -14 |
| CC(C)CCNC(=O)C1(O)c2ccccc2NC(=O)N1c1ccc(Cl)cc1 (configuration not stated) | -2% | 2% | -9% | -7% | -25% | -29 |
| COc1ccc(NC(=O)C2CCCN(S(=O)(=O)c3cccs3)C2)cc1 (configuration not stated) | · | · | -1% | 19% | · | -7 |
| CCN1CCN(CCCNC(=O)Cn2c(-c3cccs3)cc3cc(Cl)ccc32)CC1 | · | · | 1% | 20% | · | ? |
| CCOC(=O)C1=C(O)/C(=C/c2ccc(OCC(=O)O)c(OC)c2)SC1=Nc1ccc(OCC)cc1 | 0% | -11% | -13% | 1% | 171%[activator] | ? |
| COc1ccccc1N1CCN(Cc2ccco2)CC1 | 9% | -6% | -32% | 3% | -6% | 69 |
| O=C(CSc1ccc(-c2ccncc2)nn1)N1CCCC1 | 8% | 4% | -3% | 4% | -11% | -25 |
| COc1ccc2nc(NCCO)[nH]c2c1 | 12% | 7% | -1% | -22% | 10% | -21 |
| CCCCNC(=O)CN1C(=O)CSc2ccc(S(=O)(=O)N3CCC(C)CC3)cc21 | · | · | 2% | -6% | · | -2 |
| NC1=CC(=O)c2cccc3cccc1c23 | · | 20µM* | -35% | ? | -28% | · |
| COc1ccc(N2C(=O)C3C(c4ccc(OC)cc4O)NC(Cc4ccccc4)(C(=O)O)C3C2=O)cc1 (configuration not stated) | 26% | -4% | -1% | -14% | -19% | -16 |
| c1ccc(-c2nc(C3CCCCC3)no2)cc1 | 1% | 1% | -2% | ? | -15% | -6 |
| CCCCN(CC(=O)NCc1ccc(F)cc1)C(=O)c1ccco1 | 11% | 0% | · | -3% | 23% | -38 |
